mIAP inh: mouse IAP inhibition. inhibition, % at 10 µM. purified mouse IAP, CDP-Star luminescence, 30 min. hit rate 0.2% among 330,000;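 active = inhibition of at least 40% at 10 µM in the primary screen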;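 note: plate controls were DMSO with enzyme for no effect and no enzyme wells for full effect; values of inactives mirror those of a sister screen read the other way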
MIN6 prolif: MIN6 beta-cell proliferation induction | MIN6 cells proliferation, ATPlite luminescence, 48 h; cells starved in 0.2% serum; 100% = growth in 10% serum | proliferation, % at 10 µM | hit rate 0.29% among 330,000 | AID 2380;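 active = compounds whose signal lies at least 3.5 SD above the mean of all wells on their plate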;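 note: 0% = DMSO-treated cells in low-serum medium and 100% = 10% serum control; some compounds called inactive have numbers as strong as hits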
A3A deaminase: human APOBEC3A DNA deaminase inhibition. P31941. recombinant A3A, FAM/TAMRA ssDNA deamination fluorescence. inhibition, % at 20 µM. hit rate 0.41% among 330,000;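 active = at least 40% inhibition at 20 µM here, with at most 30% in a related deaminase screen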;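 note: plate controls were A3A with DMSO for no effect and wells lacking A3A enzyme for full effect; some results filed as inactive read as strong as hits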
Target sequence (P31941 whole entry, looked up): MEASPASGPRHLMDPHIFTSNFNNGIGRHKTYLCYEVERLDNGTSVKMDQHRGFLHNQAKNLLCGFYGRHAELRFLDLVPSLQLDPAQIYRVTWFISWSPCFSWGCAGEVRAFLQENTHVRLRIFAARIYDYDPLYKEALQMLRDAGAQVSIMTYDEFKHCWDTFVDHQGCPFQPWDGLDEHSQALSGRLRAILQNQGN
A3G deaminase: blocks human APOBEC3G single-stranded DNA deamination; hit rate 0.28% among 330,000; recombinant A3G, ssDNA deamination FAM/TAMRA fluorescence; inhibition, % at 20 µM; Q9HC16;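 active = inhibition of at least 40% at 20 µM, with no more than 30% in the related APOBEC3A deaminase screen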;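 note: plate controls were DMSO wells with A3G for no effect and wells lacking A3G enzyme for full effect; some compounds called inactive have numbers as strong as hits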
Target sequence (Q9HC16 whole entry, looked up): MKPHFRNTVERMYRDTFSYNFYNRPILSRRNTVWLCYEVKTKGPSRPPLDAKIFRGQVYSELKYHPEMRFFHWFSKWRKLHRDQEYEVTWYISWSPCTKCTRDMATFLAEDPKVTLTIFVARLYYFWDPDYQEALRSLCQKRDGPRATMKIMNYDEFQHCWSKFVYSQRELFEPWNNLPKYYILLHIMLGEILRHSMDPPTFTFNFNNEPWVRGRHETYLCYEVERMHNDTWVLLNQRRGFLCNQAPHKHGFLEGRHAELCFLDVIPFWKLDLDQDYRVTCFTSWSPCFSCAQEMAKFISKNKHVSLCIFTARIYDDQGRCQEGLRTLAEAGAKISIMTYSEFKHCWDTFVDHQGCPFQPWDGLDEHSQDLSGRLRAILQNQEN
hIAP activ: increases human intestinal alkaline phosphatase activity | P09923 | activation factor at 10 µM | purified human IAP, CDP-Star luminescence, 30 min; active compounds read high; 1 = vehicle-only enzyme, 0 = enzyme-free background | hit rate 0.16% among 330,000;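 active = activation factor of the enzyme at least 2-fold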; note: the source names both 10 and 20 µM as test concentration; values of inactives mirror those of a sister screen read the other way
Target sequence (P09923 whole entry, looked up): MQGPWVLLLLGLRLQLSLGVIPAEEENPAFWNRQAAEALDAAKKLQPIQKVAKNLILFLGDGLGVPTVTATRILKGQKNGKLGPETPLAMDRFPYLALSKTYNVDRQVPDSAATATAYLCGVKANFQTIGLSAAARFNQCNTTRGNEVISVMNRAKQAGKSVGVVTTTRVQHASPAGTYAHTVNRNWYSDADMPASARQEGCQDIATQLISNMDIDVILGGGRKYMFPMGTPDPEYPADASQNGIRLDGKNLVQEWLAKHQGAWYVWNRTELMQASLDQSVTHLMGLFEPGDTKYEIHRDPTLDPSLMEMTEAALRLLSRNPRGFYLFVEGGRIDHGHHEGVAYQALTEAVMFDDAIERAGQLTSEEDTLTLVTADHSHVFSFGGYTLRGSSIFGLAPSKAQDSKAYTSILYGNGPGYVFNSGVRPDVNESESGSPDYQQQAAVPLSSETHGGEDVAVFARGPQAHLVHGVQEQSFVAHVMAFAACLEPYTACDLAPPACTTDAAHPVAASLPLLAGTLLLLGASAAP
MPTP block: blocks calcium-induced mitochondrial swelling; isolated mouse mitochondria, Ca2+ swelling absorbance, 30 min; hit rate 1.4% among 360,000; AID 602449; inhibition, % at 10 µM;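 active = inhibition of 50% or more, scaled per plate between neutral and stimulator controls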;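 note: 0% = DMSO wells given calcium and 100% = 1 mM EGTA wells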
GRIN3A LBD mod: NR3A (human) ligand-binding domain modulation. NR3A LBD differential scanning fluorimetry, Tm shift; 0% = protein alone, 100% = glycine-bound protein. Tm shift relative to glycine control, % at 25 µM. hit rate 2.5% among 340,000;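 active = melting temperature shift of at least 10% of the positive control shift, at one fixed dose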
hIAP block: blocks human intestinal alkaline phosphatase; hit rate 0.12% among 330,000; inhibition, % at 10 µM; purified IAP, CDP-Star luminescence, 30 min; P09923; AID 2544;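 active = inhibition reaching a set limit with compound at 10 µM in the primary screen, cut at about 35% in these data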;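 note: plate controls were DMSO wells with enzyme for no effect and no-enzyme buffer wells for full effect; values of inactives mirror those of a sister screen read the other way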
mIAP activ: increases mouse intestinal alkaline phosphatase activity; hit rate 0.24% among 330,000; activation factor at 10 µM; muIAP, CDP-Star luminescence, 30 min; active compounds read high; 1 = vehicle-only enzyme signal, 0 = enzyme-free wells;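 active = activation factor of at least 2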; note: the source names both 10 and 20 µM as test concentration; values of inactives mirror those of a sister screen read the other way
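System: Mouse IAP enzyme | Also added: CDP-Star substrate | Dosing: Compounds dispensed in DMSO | Schedule: 30 min enzyme-substrate-compound incubation at room temperature | Technique: Chemiluminescence readout | Control set: DMSO-only wells and no-enzyme negative control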
An asterisk follows results filed as active; nt = not tested or not shown. No enrichment for hits; overall some 5% were active at least once.

SMILES	mIAP inh	MIN6 prolif	A3A deaminase	A3G deaminase	hIAP activ	MPTP block	GRIN3A LBD mod	hIAP block	mIAP activ
CCc1cccc(OCCOCCN2CCCC2)c1	-5	-3	-1	-1	1	-0.6	2	0	1
N#CCC(=O)Nc1ccc(C(=O)N2CCN(c3ccccn3)CC2)cc1	6	0	-3	-8	0.92	-0.8	1	8	0.94
CN1C(=O)C(CC(N)=O)N(NC(=O)c2ccc(Cl)cc2)C1=S (centres undefined)	-2	0	0	-1	0.9	-1.5	-3	10	1
Cc1ccc(NS(=O)(=O)c2c(C)[nH]c(C)c2C(=O)N2CCCCC2)cc1F	-2	-3	1	2	1.2	-1.1	2	-24	1
C=CCNC(=S)Nc1cccc2[nH]ncc12	-10	-4	-6	-4	1.1	-0.2	1	-9	1.1
COc1ccccc1NC(=O)CSc1nc(=O)n2cc(C)ccc2n1	7	6	-4	-10	0.92	-1.8	-1	8	0.93
CCN(CC)C(=O)c1ncn(Cc2ccccc2)c1C(=O)N(CC)CC	-1	-1	0	-5	1	-0.7	-1	-2	1
O=C(c1cc2ccccc2o1)N1CCN(S(=O)(=O)c2ccc(Cl)s2)CC1	-5	-3	7	-11	1.1	0.8	2	-10	1.1
CC(=O)c1ccc(N2CCN(CN3C(=O)CC4(CCCC4)C3=O)CC2)c(F)c1	3	4	-3	-4	1	0.8	0	-4	0.97
CC(C)(C)NC(=O)C(=O)NNC(=O)c1ccccc1	17	-2	1	-3	1.1	-3.7	0	-8	0.83
Cc1cc(=O)c(C(=O)Nc2ccc(N3CCOCC3)cc2N2CCOCC2)nn1-c1ccccc1Cl	-1	-1	-1	4	1	-0.7	0	-4	1
Cc1ccc(CN2CCN(CC(=O)N/N=C/c3ccccc3F)CC2)cc1	-4	-1	-1	0	0.93	1.1	0	7	1
Cc1nc2c(O)cccc2cc1CO	-8	-3	0	0	1.5	-0.6	-5	-52	1.1
Cc1nc(NC(=O)CN2CCC(O)(c3ccc(F)cc3)CC2)sc1C	0	0	3	-2	1	-0.3	-1	0	1
O=C(Cc1nnc(NC(=O)c2cccc([N+](=O)[O-])c2)s1)NCc1ccccc1	1	5	0	-6	1.1	-0.3	-21	-14	0.99
O=c1cc(-c2ccccc2Cl)oc2c([N+](=O)[O-])c(O)cc(O)c12	4	-7	0	-7	1.1	11	-9	-14	0.96
CNC(=S)N1CCC(n2cnc3ccccc32)CC1	9	1	-1	-3	0.87	-1.6	0	13	0.91
Cc1ccc(-c2cc(C(=O)N/N=C/c3c(C)nn(C)c3C)c3ccccc3n2)cc1C	3	-2	2	2	1	0.7	-4	-3	0.97
Cc1noc(NS(=O)(=O)c2ccc(NC(=O)c3cccc(S(=O)(=O)Nc4ccccc4F)c3)cc2)c1C	-1	2	1	-3	1	-0.2	-1	-4	1
CCCCn1c(N)c(N(CCC(C)C)C(=O)CCCc2nc3ccccc3s2)c(=O)[nH]c1=O	-3	0	14	0	1.2	-0.2	1	-16	1
Cc1ccc(OCC(=O)N2CCc3ccccc3C2)c([N+](=O)[O-])n1	-10	2	-6	-18	0.95	-0.4	-2	5	1.1
O=C(N/N=C1\CC2CC=CC12)c1ccccc1Cl (centres undefined)	15	3	6	3	1.1	-0.4	-2	-10	0.85
COc1ccc(CCC(=O)NCc2cnn(C)c2)cc1	3	-2	4	-5	1.2	-0.1	-2	-18	0.97
COc1ccc(C2(O)CCN(C(=O)c3ccc4c(c3)OCO4)CC2)cc1	8	0	-5	-4	0.95	0.3	3	5	0.92
C#CCOCCOCCOCCNc1nc(N2CCN(C(=O)[C@H](Cc3ccc(O)cc3)n3cc([C@@H](N)C(C)CC)nn3)CC2)nc(N2CCN(C(=O)[C@H](Cc3cc4ccccc4[nH]3)n3cc([C@@H](N)Cc4ccc(O)cc4)nn3)CC2)n1 (some centres undefined)	-35	-4	-3	1	1.1	nt	nt	-12	1.4
SMILES	mIAP inh	MIN6 prolif	A3A deaminase	A3G deaminase	hIAP activ	MPTP block	GRIN3A LBD mod	hIAP block	mIAP activ
Nc1ccc(C(=O)c2ccc3c(c2)OCCO3)cc1N	12	-2	0	-2	1.1	-0.8	-2	-8	0.88
CC(C)(C)NC(=O)NC(=O)CN1CCCCC1	9	1	1	-6	0.95	0.0	0	5	0.91
CCOc1ccc(C2/C(=C(\O)c3ccc4c(c3)OCCO4)C(=O)C(=O)N2CCN2CCOCC2)cc1OCC (centres undefined)	6	5	-6	-7	0.88	-2.0	-1	12	0.94
CSc1ccc(Cl)c(C(=O)NCC(C)C)c1	11	1	0	2	0.92	0.6	5	8	0.89
CCOc1ccc(-c2cnc(N)n2C)cc1	6	0	-1	-3	1	-1.2	0	0	0.94
Cn1c(Br)nc2c1c(=O)n(Cc1ccccc1)c(=O)n2C	-8	-4	-6	-7	1.2	-2.7	2	-16	1.1
Cc1cc(C)n2nc(C(=O)OCC(=O)N(C)C3CCS(=O)(=O)C3)nc2n1 (centres undefined)	4	3	0	-6	0.99	1.2	2	1	0.96
CCOC(=O)Cn1c(-c2cccnc2Cl)nc2cc(C)c(C)cc21	-1	-5	6	7	1	-1.0	-3	0	1
CCN1C(=O)c2ccc(C(=O)NCc3ccc4c(c3)OCO4)cc2C1=O	-1	0	-2	-6	0.92	0.6	1	8	1
COc1ccc(C2CC(c3ccc4ccccc4c3)=NN2C(=O)CSc2ncccn2)cc1 (centres undefined)	10	-4	2	-2	0.99	2.3	19*	1	0.9
O=C(COC(=O)c1ccc(F)c(S(=O)(=O)N2CCOCC2)c1)NC1CC1	-2	-2	1	6	1	-0.6	0	-4	1
CCOC(=O)/C(C#N)=C\c1ccc(N2CCN(C/C=C/c3ccccc3)CC2)cc1	22	0	0	-1	0.99	3.0	-5	1	0.78
CS(=O)(=O)Nc1cccc(C2=NN(C(=O)c3cccc(F)c3)C(c3cccs3)C2)c1 (centres undefined)	5	-2	-2	-5	1.1	0.9	-2	-7	0.95
CC(C)OC(=O)CSc1nnc(-c2cccnc2)n1Cc1ccccc1	5	3	-2	-2	0.84	-1.0	-2	16	0.95
COc1cc(NS(=O)(=O)c2ccc(NC(=S)NC(=O)c3ccccc3)cc2)nc(OC)n1	-1	-2	2	0	0.96	-1.6	-3	4	1
Cc1ccc(/C(O)=C2/C(=O)C(=O)N(c3ccccn3)C2c2ccc(F)cc2)cc1 (centres undefined)	-4	-1	1	0	1.1	0.1	0	-11	1
Cc1cc(NC(=O)CC(F)(F)F)n(-c2ccccc2)n1	-1	-2	0	-7	1.1	0.8	-3	-13	1
Nc1nc2n(n1)C(c1cccs1)CC(c1ccccc1)N2 (centres undefined)	0	2	-3	-2	0.82	-1.5	2	18	1
O=C(Nc1ccccc1)N1CCCN(c2ccc(C(F)(F)F)cc2[N+](=O)[O-])CC1	14	1	2	-7	1.1	14	-9	-6	0.85
Cc1n[nH]c(C)c1S(=O)(=O)N(CC(=O)N1CCc2ccccc21)c1ccc(C(C)C)cc1	-10	1	-2	-3	1.4	0.6	-3	-42	1.1
COc1cccc(-c2nnc(SCC(N)=O)n2-c2ccc(Cl)cc2)c1	-10	0	-3	-6	0.97	-1.2	8	3	1.1
COc1ccc(-n2cnc3cc(NCc4cccs4)ccc32)cc1	7	-4	-1	0	1.1	-1.9	0	-11	0.93
CCC(=O)N1c2ccccc2NC2=C(C(=O)CCC2)C1c1ccccc1 (centres undefined)	11	2	-1	-2	0.86	-2.0	0	14	0.89
O=C(N/N=C/c1ccco1)c1ccc(NC(=O)C2CC2)cc1	1	1	5	-5	1.1	-1.1	-7	-11	0.99
COc1ccc(CNC(=O)Cc2csc(NC(=O)Nc3ccccc3OC)n2)cc1	-11	-5	4	0	1	-1.0	-6	-4	1.1
SMILES	mIAP inh	MIN6 prolif	A3A deaminase	A3G deaminase	hIAP activ	MPTP block	GRIN3A LBD mod	hIAP block	mIAP activ
C=CCOc1ccc(C(c2c(C)n(C)n(-c3ccccc3)c2=O)c2c(C)n(C)n(-c3ccccc3)c2=O)cc1	-3	0	-3	-5	1.1	0.2	-3	-12	1
Cc1c(NC(=O)c2cccc(NC(=O)c3ccco3)c2)cccc1C(=O)O	-7	-3	-3	-5	0.95	-0.6	1	5	1.1
CCN(CC)C(=O)C1CC(=O)N(c2ccc(OC)cc2)C1c1ccc(OC)cc1 (centres undefined)	12	6	-3	-3	0.87	-1.4	2	13	0.88
COc1ccc(N(C)S(=O)(=O)c2ccc3c(c2)NC(=O)CC(=O)N3)c(OC)c1	-6	-2	-6	-9	1.1	0.0	1	-12	1.1
CCc1ccc(C(=O)CCC(=O)Nc2cccc(S(=O)(=O)N3CCCCC3)c2)cc1	-9	-6	-2	2	1.2	-0.1	-1	-19	1.1
CCOC(=O)N1CCC(NC(=O)c2cccc3c2C(=O)N(CCOC)C3)CC1	-8	3	3	1	0.93	0.2	-2	7	1.1
Cc1cc(C)c2c(N)c(C(=O)Nc3ccc(F)cc3)sc2n1	-5	-2	-2	-2	1.1	0.5	-1	-5	1.1
CC1CCCCC1NC(=O)C1CCC(CNS(=O)(=O)c2ccccc2)CC1 (centres undefined)	5	0	-1	-7	0.96	1.5	0	4	0.95
COc1cc2c(cc1OC)C(C1C(=O)CC(C)CC1=O)N(C(=O)CCl)CC2 (centres undefined)	0	-1	1	-7	0.98	0.5	-3	2	1
Cc1nnc(SCC(=O)NNC(=O)c2ccccc2)n1N	7	-4	-4	-3	1	-3.3	4	-3	0.93
O=C(COc1cccnc1[N+](=O)[O-])N1CCc2ccccc21	7	-1	-2	-7	1.1	1.4	-3	-7	0.93
O=C1c2ccccc2-n2c1nc1ccccc1c2=O	11	-7	-8	-5	0.93	-1.6	0	7	0.89
Cn1nnc2cc(C(=O)Nc3cccnc3)ccc21	4	0	-1	-1	0.79	0.8	-3	21	0.96
CC(=O)Nc1ccc(S(=O)(=O)N2CCN(Cc3ccccn3)CC2)cc1	-6	-4	-1	7	0.93	-0.6	nt	7	1.1
CCOC(=O)C1=C(N)OC2=C(C(=O)CC(C)(C)C2)C1c1ccco1 (centres undefined)	6	0	1	-1	1.1	-1.2	-2	-11	0.94
O=C(CSc1nc2ncc(Cl)cc2[nH]1)NC1CCS(=O)(=O)C1 (centres undefined)	14	1	8	4	1.1	-1.8	1	-5	0.86
Cc1ccc2[nH]c(=O)c(COC(=O)C3CCCCC3)cc2c1	3	-4	1	-3	0.96	1.4	-1	4	0.97
CCN1C(=O)[C@H]2[C@@H](c3ccc(-c4ccccc4)cc3)N3CCC[C@@]3(C(=O)OC)[C@H]2C1=O	-7	-2	-5	-10	0.98	0.1	1	2	1.1
C/C(=N\O)C1(C)N(O)C(C)(C)C(c2ccco2)=[N+]1[O-] (centres undefined)	2	-1	-4	-6	1.1	1.8	-3	-10	0.97
Nn1c(SCC(=O)Nc2ccc3c(c2)OCCO3)nncc1=O	11	-1	-1	-7	1.2	0.6	4	-18	0.89
COc1ccc(Oc2ccc(/C=N/NC(=O)c3cccnc3)cc2[N+](=O)[O-])cc1	-13	-2	-4	-6	1	-0.9	-3	0	1.1

Compound profiles, from the list above. Values in the order: mIAP inh, MIN6 prolif, A3A deaminase, A3G deaminase, hIAP activ, MPTP block, GRIN3A LBD mod, hIAP block, mIAP activ
`COc1ccc(C2CC(c3ccc4ccccc4c3)=NN2C(=O)CSc2ncccn2)cc1` (centres undefined) as listed: 10, -4, 2, -2, 0.99, 2.3, 19*, 1, 0.9
`O=C(Cc1nnc(NC(=O)c2cccc([N+](=O)[O-])c2)s1)NCc1ccccc1` as listed: 1, 5, 0, -6, 1.1, -0.3, -21, -14, 0.99
`CSc1ccc(Cl)c(C(=O)NCC(C)C)c1` as listed: 11, 1, 0, 2, 0.92, 0.6, 5, 8, 0.89
